BioA inh – BioA (M. tuberculosis) enzyme inhibition; inhibition, % at 9.99 µM; purified M. tuberculosis BioA enzyme, plate reader; hit rate 0.096% among 360,000; AID 602481; in the data active = inhibition above about 40%; inconclusive = no clear call, values can overlap the other calls
Mtb UGM inh – Mtb UDP-galactopyranose mutase inhibition. P9WIQ1. AID 504406. purified UGM, fluorescence polarization probe displacement. inhibition, % at 10 µM. hit rate 0.06% among 320,000; in the data active = inhibition above about 10%, passing the limit was not always enough; inconclusive = no clear call, values can overlap the other calls
Target sequence (P9WIQ1 whole entry, looked up): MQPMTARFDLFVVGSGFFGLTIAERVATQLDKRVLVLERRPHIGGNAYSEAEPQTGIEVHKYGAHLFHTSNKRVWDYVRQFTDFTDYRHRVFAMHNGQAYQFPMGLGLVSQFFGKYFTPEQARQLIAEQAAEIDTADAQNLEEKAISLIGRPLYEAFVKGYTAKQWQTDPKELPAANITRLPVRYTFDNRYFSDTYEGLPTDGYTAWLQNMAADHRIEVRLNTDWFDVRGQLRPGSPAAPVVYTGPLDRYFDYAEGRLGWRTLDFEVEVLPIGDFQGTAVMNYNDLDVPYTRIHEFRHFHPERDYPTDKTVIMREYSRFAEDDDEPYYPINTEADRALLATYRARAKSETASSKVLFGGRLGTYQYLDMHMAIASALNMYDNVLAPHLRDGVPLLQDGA
BoNT F protease – blocks Botulinum neurotoxin F light chain protease. hit rate 0.22% among 360,000. inhibition, % at 10 µM. Multiplex microsphere protease cleavage assay, flow cytometry; in the data active = inhibition above about 35%, passing the limit was not always enough; inconclusive = no clear call, values can overlap the other calls; also: plate controls were buffer without enzyme for full effect and enzyme alone for no effect
FadD28 FP inh – blocks FadD28 binding to the bisubstrate probe; fluorescence polarization; inhibition, % at 12.5 µM; hit rate 0.22% among 360,000; AID 588549; in the data active = inhibition above about 8.5%, passing the limit was not always enough; inconclusive = no clear call, values can overlap the other calls
FBA Mtb inh – inhibitors of M. tuberculosis fructose-bisphosphate aldolase | P9WQA3 | purified M. tuberculosis FBA, fluorescence read-out | inhibition, % at 1 µM | hit rate 2.3% among 360,000 | AID 588726; in the data active = inhibition above about 27%;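 also: 0% = vehicle and 100% = reference inhibitor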
Target sequence (P9WQA3 whole entry, looked up): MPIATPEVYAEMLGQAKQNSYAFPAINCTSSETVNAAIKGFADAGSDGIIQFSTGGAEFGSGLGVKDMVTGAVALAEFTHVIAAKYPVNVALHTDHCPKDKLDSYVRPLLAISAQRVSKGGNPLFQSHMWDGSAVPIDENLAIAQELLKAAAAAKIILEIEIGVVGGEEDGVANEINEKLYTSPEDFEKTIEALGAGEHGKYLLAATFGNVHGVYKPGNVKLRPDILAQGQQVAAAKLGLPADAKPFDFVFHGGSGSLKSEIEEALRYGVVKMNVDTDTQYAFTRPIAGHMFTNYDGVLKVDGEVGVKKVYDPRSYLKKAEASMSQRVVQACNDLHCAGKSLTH
GDH-TPI inh – inhibits GDH-TPI coupling enzymes, artifact for Mtb FBA screen; AID 588335; hit rate 1.2% among 360,000; inhibition, % at 4.8 µM; GDH-TPI coupled enzyme counterscreen, NADH absorbance;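 also: 0% = DMSO wells and 100% = wells lacking the enzyme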
PrPC TRFRET – cell surface PrPC inhibition, primary TR-FRET screen; P04156; TR-FRET read-out; inhibition, % at 13.8 µM; hit rate 0.43% among 370,000; AID 720596; in the data active = inhibition above about 24%; also: 0% = median of the test wells and 100% = reference compound wells
CCHF vOTU inh – CCHFV vOTU protease inhibition; hit rate 0.55% among 370,000; inhibition, % at 11.5 µM; Pep-AMC fluorescence; also: 0% = vehicle wells with enzyme and 100% = no enzyme wells
BoNT-A LC inh2 – blocks Botulinum neurotoxin A light chain protease. AID 588499. inhibition, % at 10 µM. hit rate 0.17% among 360,000. multiplex microsphere protease substrate cleavage, flow cytometry; in the data active = inhibition above about 30%; inconclusive = no clear call, values can overlap the other calls; also: plate controls were buffer without enzyme for full effect and enzyme alone for no effect
Starred values were filed as active, the others as inactive; ? = inconclusive; · = no result given. Rule as the data show it, unless noted: active = inhibition above about 30%; inactive = the rest.

SMILES	BioA inh	Mtb UGM inh	BoNT F protease	FadD28 FP inh	FBA Mtb inh	GDH-TPI inh	PrPC TRFRET	CCHF vOTU inh	BoNT-A LC inh2
O=C(OCC1OC(n2ccc(=O)[nH]c2=O)C(O)C1OC(=O)c1ccccc1)c1ccccc1 (configuration not stated)	2.0	-2.9	-3.9	-3.8	-1.1	-5.6	9.9	24.4	-0.1
Cc1cccc(OCC(=O)NNC(=O)c2ccc3nc[nH]c3c2)c1	2.0	-3.7	-2.4	0.2	1.3	-1.8	-1.5	9.3	-0.4
Cc1ccc(NC(=O)CN(C)Cc2ccc(Cl)cc2)cc1	·	-0.6	2.4	-4.4	-1.4	-3.8	4.0	11.8	-0.2
O=C(COC(=O)/C=C/c1cccc(Br)c1)NC1CCCCCC1	-0.2	-0.7	1.2	-0.3	-1.9	10.1	-4.0	3.9	0.0
CC(C)(C)c1ccc(OCCCC(=O)Nc2nnc(C3CC3)s2)cc1	-0.1	·	-5.6	-2.0	1.0	11.6	-0.2	8.8	0.0
Cn1cc([N+](=O)[O-])c(C(=O)NCc2ccco2)n1	·	0.9	-1.2	-1.0	-0.4	1.2	-1.0	9.3	0.6
O=C1CN(C(=O)c2ccc(Br)o2)C(c2ccc(F)cc2)c2cc(F)ccc2N1 (configuration not stated)	·	1.4	-0.5	-1.2	6.2	20.1	-1.1	-10.8	1.2
Cc1c(C(=O)OCC(=O)Nc2cccc(S(N)(=O)=O)c2)oc2c1ccc1ccccc12	·	-1.0	-3.9	-2.5	20.6	5.6	-8.9	-8.0	0.6
O=c1oc2ccccc2c(Nc2ccccc2O)c1[N+](=O)[O-]	·	-2.8	-16.7	1.1	-2.6	13.0	-9.9	3.4	-1.1
Cc1ccc(Cl)cc1NC(=O)Nc1c(C)n(C)n(-c2ccccc2)c1=O	-0.4	0.1	-7.4	-4.2	1.2	-5.6	4.9	-8.3	5.4
COc1ccc(CNC(=O)c2sc(=O)n(Cc3cc(C(C)=O)ccc3OC)c2C)cc1	5.8	·	1.9	-1.5	4.9	6.2	-1.5	5.2	-0.4
CCOCCCNC(=O)C(c1ccccc1)N(Cc1cccs1)C(=O)CNC(C)=O (configuration not stated)	·	3.9	-6.6	-2.9	-0.6	-1.9	6.6	1.0	-1.2
COC(=O)c1cc(S(=O)(=O)Nc2cc(S(=O)(=O)N(C)C)ccc2C)oc1C	·	-3.7	4.9	-0.5	0.9	-7.8	3.2	-8.5	0.9
COC(=O)C1CCN(C(=O)CN2C(=O)NC3(CCC(C)CC3)C2=O)CC1 (configuration not stated)	·	0.4	-0.9	-0.7	2.7	9.6	-13.8	16.7	-0.1
COc1ccc(N(C)S(=O)(=O)c2cccc(C(=O)NCc3ccc4c(c3)OCO4)c2)cc1	-0.6	4.0	4.0	-1.4	1.6	1.3	13.2	15.3	1.2

Single entries from the list:
In FBA Mtb inh, O=C(OCC1OC(n2ccc(=O)[nH]c2=O)C(O)C1OC(=O)c1ccccc1)c1ccccc1 (configuration not stated) reads -1.1
In PrPC TRFRET, O=C(COC(=O)/C=C/c1cccc(Br)c1)NC1CCCCCC1 reads -4.0
In CCHF vOTU inh, O=C1CN(C(=O)c2ccc(Br)o2)C(c2ccc(F)cc2)c2cc(F)ccc2N1 (configuration not stated) reads -10.8
In Mtb UGM inh, Cc1cccc(OCC(=O)NNC(=O)c2ccc3nc[nH]c3c2)c1 reads -3.7
In FadD28 FP inh, COC(=O)C1CCN(C(=O)CN2C(=O)NC3(CCC(C)CC3)C2=O)CC1 (configuration not stated) reads -0.7

Further entries:
SMILES	BioA inh	Mtb UGM inh	BoNT F protease	FadD28 FP inh	FBA Mtb inh	GDH-TPI inh	PrPC TRFRET	CCHF vOTU inh	BoNT-A LC inh2
COC(=O)c1sccc1NC(=O)C1CC1	·	0.2	-1.4	-0.8	1.4	3.4	-4.1	-3.6	-0.5
O=S(=O)(NC1CCN(Cc2ccccc2)CC1)c1ccc2ccccc2c1	·	4.4	5.6	-1.2	-3.5	-2.9	-9.8	6.2	-0.3
Cc1ccc(NC(=O)C2CCCN(S(=O)(=O)c3c(C)noc3C)C2)nc1 (configuration not stated)	-2.2	3.4	14.0	-0.6	4.7	5.8	0.6	0.7	0.3
CCOC(=O)C(=CNc1cc(C)nn1-c1ccccc1)C(=O)OCC	0.9	0.9	7.2	-1.2	0.0	15.5	2.7	6.7	?
CC(=O)c1c(N2CCCCC2)nc(=S)n(Cc2ccccc2)c1C	4.6	-1.3	-4.6	-3.7	1.3	10.1	0.9	-0.4	0.8
N#Cc1ccc(C23CC4(C2)[C@H](CN(CC2CCCCC2)[C@@H]4c2ccccc2)C3c2ccc(Cl)nc2)cc1 (some centres not stated)	-2.0	1.4	-18.0	-5.0	-3.2	1.7	-4.6	8.5	-0.1
COCCn1c(SCC(=O)Nc2ccc(S(N)(=O)=O)cc2)nc2ccccc21	·	2.0	-5.9	0.7	1.1	8.7	6.3	14.1	-1.0
COc1ccc(NC(=O)CSc2nnc(Cc3ccccc3)c(=O)n2N)c(OC)c1	·	-1.5	-2.4	-4.8	-2.6	2.9	7.5	-7.9	2.5
CCOc1ccc2[nH]c(C)c(CN3CCOCC3)c(=O)c2c1	-2.1	0.3	-6.3	0.3	9.3	8.7	31.6*	0.0	0.4
CC(C)=CC(=O)Nc1nnc(-c2ccc(F)cc2)s1	-1.3	0.7	-2.4	-1.4	-1.0	2.5	6.0	-5.1	-0.5
Cc1ccc(C)c(CN2C(=O)c3ccccc3S(=O)(=O)c3ccc(C(=O)N4CCN(C)CC4)cc32)c1	2.6	-0.3	2.9	-0.6	0.5	-0.9	4.3	17.8	-0.5
COc1ccccc1Nc1cc(C)nc2c(C)cccc12	-3.2	·	4.1	0.3	1.6	17.0	-6.8	0.9	0.5
O=C(/C=C/c1ccccc1)NC(=S)Nc1ccc(N2CCOCC2)c(Cl)c1	0.2	1.6	-12.5	-0.9	1.8	0.0	-4.5	-16.1	-0.1
CO/N=C/C=C1/N(C)c2ccccc2C1(C)C	3.1	0.1	-3.2	-2.7	-2.3	60.5*	5.4	8.8	0.7
O=C(NCc1ccc(Cl)cc1)c1n[nH]c([N+](=O)[O-])c1Cl	·	-0.3	-4.4	-1.0	-2.5	4.6	0.6	4.1	-0.7
O=C(NNS(=O)(=O)c1ccc2ccccc2c1)c1cccnc1	-1.1	-1.3	-6.0	-1.5	2.1	6.7	-0.4	5.0	-0.2
O=C1CC(N2CCN(c3ccccc3Cl)CC2)C(=O)N1c1ccccc1 (configuration not stated)	1.3	-1.5	1.5	-0.1	4.6	5.2	7.9	10.4	0.3
Cc1ccc(C(=O)NCCc2ccccc2)cc1N1CCCC1=O	-0.3	2.8	2.7	-4.0	-1.0	5.9	·	·	0.0
Cc1cccc(NC(=O)C2CCCN(C(=O)Nc3ccccc3)C2)c1C (configuration not stated)	-11.4	1.6	-4.1	1.0	3.2	1.9	-0.1	-2.5	?
COc1ccc(/C=C/C(=O)NCc2c(C)nn(C)c2C)cc1COc1ccc(Br)cc1	-0.9	-1.9	20.2	-3.7	-0.6	4.7	-3.1	-8.8	2.7
COCC(C)NS(=O)(=O)c1ccccc1 (configuration not stated)	·	-0.5	0.8	0.0	0.9	8.9	-2.1	-3.5	0.3
COc1ccc(CCNC(=O)c2ccc(Br)cc2)cc1	-2.3	-1.0	0.1	0.2	0.2	3.8	-1.0	-13.6	0.1
Cc1ccccc1NC(=O)C1C2/C=C\CCCCC21 (configuration not stated)	·	·	8.4	0.5	-2.9	4.3	3.6	6.7	0.9
CC(C)c1ccc(/C=C2\SC(=S)N(CCC(=O)NCCCn3ccnc3)C2=O)cc1	-2.0	-1.7	2.4	-0.2	0.3	14.7	2.8	14.6	0.7
COc1ccccc1NC(=O)Cc1nn(C)c(=O)c2ccccc12	-0.2	2.6	-4.3	-1.2	1.5	3.3	·	·	0.6
CCOC(=O)c1c(NC(=O)c2ccco2)sc2c1CCCCC2	7.4	0.9	-14.1	-1.0	24.2	9.9	9.2	-21.8	-1.2
N#CC1(NC(=O)COC(=O)CCCN=C2NS(=O)(=O)c3ccccc32)CCCCC1	-0.1	-3.7	2.7	0.9	-3.0	1.7	4.7	0.1	1.0
CC(C(=O)O)c1cccc(Oc2ccccc2)c1 (configuration not stated)	0.1	·	-21.6	-2.1	-0.1	3.6	-6.5	11.4	-2.2
COC(=O)[C@@]1(Sc2ccc(C)cc2)CC(=O)N(C(=O)CCc2ccccc2)[C@@H]1c1ccccc1	·	·	-10.6	·	·	·	3.7	2.1	-0.2
O=S(=O)(NCC(c1cccnc1)N1CCN(c2ccccc2F)CC1)c1cccs1 (configuration not stated)	2.0	-1.0	-7.2	1.1	1.6	1.3	0.5	3.5	-0.7
C=CCN(c1ccccc1)S(=O)(=O)c1ccc(Cl)c(C(=O)OCC(=O)N(C)C2CCS(=O)(=O)C2)c1 (configuration not stated)	·	2.9	-0.6	-2.7	5.1	1.6	10.6	2.1	0.2
NC(=Nc1ccccc1)NC(=O)c1nc(Cl)c(N)nc1N	0.2	0.4	2.6	-1.0	23.0	22.3	-12.5	-27.8	0.8
CC(=O)Nc1ccc(C(=O)COC(=O)Cc2ccsc2)c(F)c1	2.4	-2.0	12.1	-0.9	4.5	13.4	-3.6	2.1	0.5
COc1cccc(C(=O)Nc2ccc(C(=O)NCC3CCCO3)cc2)c1 (configuration not stated)	0.3	-0.7	?	-2.2	-1.4	5.4	-3.5	-14.0	0.0
CCOC(=O)C1CCN(C(=O)c2cc(-c3ccncc3)nc3ccccc23)CC1	-0.6	0.4	15.3	-1.6	1.2	2.2	-6.5	22.3	4.9
Cc1ccc([N+](=O)[O-])cc1S(=O)(=O)NCCc1c(C)[nH]c2ccccc12	-6.0	-3.8	-1.0	0.5	-1.5	12.4	-3.3	13.4	0.6
O=c1c2ccccc2c(/C=N/NS(=O)(=O)c2ccccc2)c(O)n1-c1ccccn1	·	-9.4	-2.0	-2.0	23.9	8.8	-9.7	-4.0	0.5
O=C(O)c1cccc2sc3cc(Cl)ccc3c(=O)c12	-0.4	-1.4	-4.0	-3.7	63.1*	13.0	-8.3	-35.4	-0.2
Cc1ccc(S(=O)(=O)N(C)C)cc1NC(=O)COC(=O)c1ccc2c(c1)NC(=O)CS2	·	0.7	-5.9	-3.4	-2.3	-1.3	5.4	4.3	0.2
CCC1C=C(c2ccccc2)C=CN=C1N(CC)CC (configuration not stated)	2.0	2.4	-8.6	0.0	0.7	5.6	0.1	-0.4	1.3
O=C(N/N=C/c1cccnc1)c1cc(-c2ccc(Br)cc2)nc2ccccc12	6.8	-2.0	-11.2	1.3	4.4	16.8	5.1	3.7	0.3
CCc1cc(=O)oc2cc(OCc3ccc(C(=O)O)o3)ccc12	-1.6	0.3	-19.1	-6.5	24.9	-2.6	9.6	-4.1	-2.7
CC(C)Cn1cnc2c(Sc3c([N+](=O)[O-])ncn3C)nc(N)nc21	2.7	·	2.4	3.1	-0.9	3.5	-3.5	20.4	-0.2
Cc1ccc(N2CC(NS(=O)(=O)c3cccnc3)CC2=O)cc1 (configuration not stated)	-1.2	0.3	-8.9	-0.1	2.2	3.6	4.1	-5.1	-6.0
Cc1cccc(C)c1NC(=O)NNC(=O)c1cc(C(C)(C)C)nn1Cc1ccccc1	·	-3.1	?	-2.1	2.8	2.6	7.6	-4.8	?
O=C(c1cc2ccccc2o1)N1CCN(C/C=C/c2ccccc2)CC1	2.5	-0.4	-5.3	0.4	1.5	-2.8	-3.6	13.9	-2.5
CCOc1ccc(N(C(=O)/C=C/C(=O)Nc2cc(C)on2)C(C(=O)NC2CCCC2)c2ccccc2C)cc1 (configuration not stated)	1.2	1.3	-2.0	-2.2	-2.6	-11.8	-0.1	5.5	-0.7

Three entries already listed, ordered by molar mass, smallest number first:
SMILES	BioA inh	Mtb UGM inh	BoNT F protease	FadD28 FP inh	FBA Mtb inh	GDH-TPI inh	PrPC TRFRET	CCHF vOTU inh	BoNT-A LC inh2
Cc1ccc(N2CC(NS(=O)(=O)c3cccnc3)CC2=O)cc1 (configuration not stated)	-1.2	0.3	-8.9	-0.1	2.2	3.6	4.1	-5.1	-6.0
COC(=O)c1cc(S(=O)(=O)Nc2cc(S(=O)(=O)N(C)C)ccc2C)oc1C	·	-3.7	4.9	-0.5	0.9	-7.8	3.2	-8.5	0.9
Cc1ccc(S(=O)(=O)N(C)C)cc1NC(=O)COC(=O)c1ccc2c(c1)NC(=O)CS2	·	0.7	-5.9	-3.4	-2.3	-1.3	5.4	4.3	0.2
